High-throughput results as filed in PubChem BioAssay.
GDH-TPI inh: inhibits GDH-TPI coupling enzymes, artifact for Mtb FBA screen; inhibition, % at 4.8 µM; 360,000 compounds, 1.2% hits; GDH-TPI coupled enzyme counterscreen, NADH absorbance;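 note: 0% = DMSO wells and 100% = wells lacking the enzyme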
BoNT-F LC inh: blocks Botulinum neurotoxin F light chain protease; Multiplex microsphere protease cleavage assay, flow cytometry; 360,000 compounds, 0.22% hits; inhibition, % at 10 µM; in the data active = inhibition above about 35%, passing the limit was not always enough; inconclusive = no clear call, values can overlap the other calls; note: plate controls were buffer without enzyme for full effect and enzyme alone for no effect
PrPC TRFRET: inhibitors of human cell surface prion protein PrPC. P04156. 370,000 compounds, 0.43% hits. TR-FRET read-out. inhibition, % at 13.8 µM; in the data active = inhibition above about 24%; note: 0% = median of the test wells and 100% = reference compound wells
FadD28 FP inh: M. tuberculosis FadD28 bisubstrate binding inhibition; FadD28 bisubstrate probe binding, fluorescence polarization; 360,000 compounds, 0.22% hits; inhibition, % at 12.5 µM; in the data active = inhibition above about 8.5%, passing the limit was not always enough; inconclusive = no clear call, values can overlap the other calls
Mtb FBA inh: inhibitors of M. tuberculosis fructose-bisphosphate aldolase; purified M. tuberculosis FBA, fluorescence read-out; inhibition, % at 1 µM; 360,000 compounds, 2.3% hits; AID 588726; in the data active = inhibition above about 27%;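 note: 0% = vehicle and 100% = reference inhibitor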
Target sequence (P9WQA3 whole entry, looked up): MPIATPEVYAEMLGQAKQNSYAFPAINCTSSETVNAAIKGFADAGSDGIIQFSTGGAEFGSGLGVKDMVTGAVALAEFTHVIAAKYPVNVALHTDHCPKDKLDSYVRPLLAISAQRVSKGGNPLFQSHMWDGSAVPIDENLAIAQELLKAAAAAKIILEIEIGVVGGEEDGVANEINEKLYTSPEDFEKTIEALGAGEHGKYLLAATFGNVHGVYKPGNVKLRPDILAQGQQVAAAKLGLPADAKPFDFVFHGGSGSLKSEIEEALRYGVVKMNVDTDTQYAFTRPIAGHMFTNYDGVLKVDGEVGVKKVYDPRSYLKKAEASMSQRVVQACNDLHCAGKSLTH
CCHFV vOTU inh: CCHFV vOTU protease inhibition | 370,000 compounds, 0.55% hits | inhibition, % at 11.5 µM | Pep-AMC fluorescence | AID 651958; note: 0% = vehicle wells with enzyme and 100% = no enzyme wells
BoNT-A LC inh2: BoNT A light chain protease inhibition; 360,000 compounds, 0.17% hits; inhibition, % at 10 µM; AID 588499; multiplex microsphere protease substrate cleavage, flow cytometry; in the data active = inhibition above about 30%; inconclusive = no clear call, values can overlap the other calls; note: plate controls were buffer without enzyme for full effect and enzyme alone for no effect
Mtb UGM inh: blocks M. tuberculosis UGM enzyme | AID 504406 | 320,000 compounds, 0.06% hits | inhibition, % at 10 µM | P9WIQ1 | purified UGM, fluorescence polarization probe displacement; in the data active = inhibition above about 10%, passing the limit was not always enough; inconclusive = no clear call, values can overlap the other calls
Target sequence (P9WIQ1 whole entry, looked up): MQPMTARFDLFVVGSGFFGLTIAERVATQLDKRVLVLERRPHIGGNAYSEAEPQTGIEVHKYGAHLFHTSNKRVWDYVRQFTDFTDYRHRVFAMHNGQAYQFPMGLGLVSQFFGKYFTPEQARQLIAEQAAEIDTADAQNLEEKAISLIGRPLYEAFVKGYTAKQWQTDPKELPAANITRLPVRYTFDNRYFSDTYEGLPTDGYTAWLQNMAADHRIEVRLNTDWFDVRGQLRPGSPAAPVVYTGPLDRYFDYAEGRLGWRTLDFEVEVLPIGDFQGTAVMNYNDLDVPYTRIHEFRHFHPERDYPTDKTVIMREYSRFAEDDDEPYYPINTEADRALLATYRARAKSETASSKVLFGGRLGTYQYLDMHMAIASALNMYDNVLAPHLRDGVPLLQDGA
Mtb BioA inh: blocks M. tuberculosis BioA enzyme activity | purified M. tuberculosis BioA enzyme, plate reader | inhibition, % at 9.99 µM | 360,000 compounds, 0.096% hits | AID 602481; in the data active = inhibition above about 40%; inconclusive = no clear call, values can overlap the other calls
* marks the source's active call; other numbers are inactive results; ? = inconclusive; . = no result given. Cut-off read from the data, not from the text of the source, unless noted: active = inhibition above about 30%; inactive = the rest. The order is random; 4.8% or so of the library scored in one or more.

SMILES	GDH-TPI inh	BoNT-F LC inh	PrPC TRFRET	FadD28 FP inh	Mtb FBA inh	CCHFV vOTU inh	BoNT-A LC inh2	Mtb UGM inh	Mtb BioA inh
C=C1CSc2nc(=O)c3c4c(sc3n21)CCCC4	0.5	5.5	-1.8	-5.2	-1.8	-3.2	0.2	3.0	1.1
CC(=C/c1ccccc1)/C=N/n1cnnc1	27.2	2.1	-1.4	0.0	0.3	0.5	0.8	-0.8	-3.4
COc1ccc(N2C(=O)C3NN=C(C(=O)OCc4ccccc4)C3C2=O)cc1 (configuration not stated)	3.7	-2.1	2.3	-2.6	1.1	12.7	0.2	1.9	0.0
CCCc1cc(=O)[nH]c(SCC(=O)NC)n1	0.0	-9.1	-2.4	-3.0	0.5	-12.8	-0.5	3.3	0.6
CN1CCC(N(C)C(=O)c2ccc(Cl)c(S(=O)(=O)N(C)c3ccc(Cl)cc3)c2)CC1	-2.2	0.5	-6.2	-4.6	-2.4	3.1	0.4	1.4	1.5
Cc1cc(OCC(=O)NCC2CCC(C(=O)O)CC2)c2c(C)cc(=O)oc2c1 (configuration not stated)	9.8	-13.5	-3.6	-0.9	21.4	-10.8	-0.2	3.5	-1.3
CC1CN=C(NC(C)c2ccccc2)S1 (configuration not stated)	8.6	4.3	8.5	0.8	-1.6	-3.9	0.7	-4.7	-0.5
O=S(=O)([O-])CCC[N+]1(CC#Cc2ccccc2)CCCCC1	-0.3	-4.0	-0.9	-1.5	12.4	-10.5	0.4	-0.5	.
CCCCn1c(SCC(=O)Nc2cc(C(F)(F)F)cc(C(F)(F)F)c2)nnc1C(CC)N(C)C (configuration not stated)	17.3	1.0	5.2	-3.7	-0.4	23.3	-0.1	0.7	3.8
COc1ccccc1OCCNC(=O)CCNC(=O)c1ccccc1OC	-1.3	1.9	4.5	-2.1	0.6	4.1	0.0	1.4	-0.4
CC(=O)Oc1ccc(-c2csc(Nc3ccc(S(N)(=O)=O)cc3)n2)cc1	9.3	-4.5	-6.2	-1.8	-1.2	1.3	-0.1	0.7	.
COC(=O)c1cc(-c2ccc(OC)cc2)nc2nc(SC)[nH]c(=O)c12	-3.7	-7.8	3.3	-2.5	16.6	-19.2	-3.8	2.3	1.8
CC(=O)c1cc(-c2ccccc2)n(CC(=O)NC2CCCC2)c1C	14.0	5.0	6.3	-2.8	-1.7	-13.1	0.9	-3.0	.
O=C(CSc1cn[nH]n1)Nc1nc2ccccc2s1	-5.9	0.6	7.6	-3.3	-0.4	1.3	0.9	2.2	-0.4
CC(C)c1ccc(C(=O)NCCCc2ccccc2)cc1	6.4	-3.6	0.2	-1.7	0.4	-14.6	-0.6	-0.5	1.6
CCOC(=O)CC(=O)CSc1nc2cc(C)ccc2cc1C	18.6	-17.5	11.7	-0.5	-4.9	-2.5	1.2	1.3	-1.7
O=S(=O)(CCc1ccccc1)/N=C/c1cccs1	8.8	.	2.2	-0.8	-1.0	1.5	.	-0.2	-0.2
O=S(=O)(NCCc1ccccc1)c1cccc2nsnc12	1.6	-0.3	-23.9	1.3	2.8	-18.7	0.1	0.4	0.8
S=C(NCc1ccc(Cl)c(Cl)c1)Nc1ccc2c(c1)OCO2	1.1	-6.4	3.1	-3.4	-1.0	2.6	-1.0	1.4	.
O=C(NCCc1ccccc1)c1cccc(Br)c1	11.4	.	5.7	-0.8	-0.8	-1.2	.	4.8	-0.1
CCCN1Cc2cccc(C(=O)NCc3ccccc3)c2C1=O	8.1	-0.5	-6.1	-3.1	-0.2	-6.9	-1.0	-0.7	1.4
Cc1ccccc1NC1C=CS(=O)(=O)C1 (configuration not stated)	-6.2	-4.9	1.5	-3.6	-3.7	3.7	-0.1	-1.4	0.8
COc1ccc(-c2nn(CCC(=O)O)cc2/C=C2\SC(N)=NC2=O)cc1	29.5	3.8	-36.3	-4.7	-0.8	11.6	-0.8	0.1	1.0
COc1ccc(COc2ncnc3ccc(Br)cc23)cc1F	12.7	-3.2	9.1	1.3	4.0	-9.6	0.1	-1.5	-0.7
CN(C(=O)c1ccc(NC(=O)Cc2cccc(NC(=O)C3CCN(C(=O)CCc4ccccc4)CC3)c2)cc1)C1CCCC1	2.6	-7.9	-3.1	-1.4	2.2	-6.4	-0.1	0.5	0.5
Cc1ccc(N2C(=O)/C(=C/c3cccnc3)SC2=S)cc1	15.2	-2.5	-5.9	-1.6	2.2	-11.5	-0.5	4.3	.
CC(C)CCNC(=O)c1c[nH]c2ccc(S(=O)(=O)N3CCC4(CC3)OCCO4)cc2c1=O	9.4	-1.4	4.8	0.9	8.8	-0.6	-1.3	-0.6	0.4
COc1ccc(-c2c(-c3cc(OC)cc(OC)c3)n(C)c3ccc(-c4cc(F)cc(OC)c4)cc23)cc1	12.1	-5.1	-4.0	-0.8	6.2	-1.6	-0.1	-2.3	-0.3
COc1ccc(-n2cc(CNCCCn3ccnc3)c(-c3cccc(F)c3)n2)cc1	7.4	36.8*	-22.2	-6.2	22.0	6.0	3.6	-2.6	.
O=CN1CCN(S(=O)(=O)c2ccc(Cl)c(C(=O)O)c2)CC1	-1.8	0.9	2.6	-4.8	0.9	-2.1	0.2	4.3	.
Cc1oc(C(C)(C)C)cc1C(=O)N1CCN(c2ccc(C(F)(F)F)cn2)CC1	4.8	-6.0	-13.1	-2.1	1.1	-3.3	-0.1	-1.9	.
CC(C)[C@H](NC(=O)[C@@H]1Cc2ccccc2CN1)C(=O)NC1CCCCC1	2.3	-2.5	2.5	-1.0	-2.6	10.9	-1.7	-1.3	-1.5
CC(/C=C/c1ccccc1)=N\NC(=O)c1ccc2c(c1)OCCO2	30.5	-6.6	2.6	-2.0	-1.9	10.2	0.0	2.0	.
CCc1nnc(NC(=O)c2c(-c3ccccc3)noc2C)s1	-4.5	9.3	-4.1	-1.7	0.2	3.9	1.3	2.2	-1.3
COC(=O)c1c(NC(=O)c2ccccc2C(=O)O)sc2c1CCCC2	10.7	-4.2	-3.2	0.0	2.3	5.3	-1.1	.	1.4
CC(C)Oc1ccc(C(=O)N(Cc2ccco2)C2CCS(=O)(=O)C2)cc1 (configuration not stated)	15.0	2.8	3.7	-1.6	4.2	-0.5	0.7	-1.2	-1.2
CCc1ccc2oc(C(=O)NCc3ccc(S(N)(=O)=O)cc3)c(C)c2c1	2.5	-6.4	4.8	0.5	6.6	-5.5	-0.6	1.0	-0.2
O=S(=O)(c1cc(F)ccc1F)N1CCN(c2ncccn2)CC1	9.6	-3.8	0.5	0.1	4.8	-1.2	2.0	-0.4	-1.2
COc1ccccc1CSc1nc2ccccc2[nH]1	-1.6	5.5	6.1	-4.0	1.9	1.1	0.1	3.9	1.4
O=C(NCc1ccc2c(c1)OCO2)c1ccc(CS(=O)Cc2ccc(Cl)cc2)o1 (configuration not stated)	0.0	2.0	-4.1	-1.4	-1.6	12.3	0.9	0.8	3.2
Cc1ccc(N2C(=O)CCC(C(=O)O)C2c2cccs2)cc1 (configuration not stated)	1.5	-3.1	-0.7	1.0	1.6	-3.7	-0.8	-2.8	-0.8
CCc1ccccc1NC(=S)Nc1cc(OC)c(NC(=O)C(C)C)cc1OC	5.5	?	-4.1	-0.9	0.7	-3.4	-4.5	0.6	0.1
Cn1cccc1C(=O)OCC(=O)c1cc2ccccc2o1	-3.0	-3.3	1.8	-2.3	1.2	1.9	?	2.9	-0.1
CCN(CC)C(=O)Cn1cc(S(=O)(=O)CC(=O)Nc2cc(OC)ccc2OC)c2ccccc21	5.2	1.7	-5.2	-0.9	3.1	12.0	-3.4	2.2	-1.1
COc1ccccc1N1CCN(C(=O)C2CCN(C(=O)c3ccccc3C)CC2)CC1	7.3	-9.2	3.2	1.5	-0.2	7.9	0.2	-2.1	-0.7
COc1ccc(CCNC(=O)CCc2cc(OC)c(OC)c(OC)c2)cc1	-1.5	5.7	-3.5	1.1	-2.1	20.3	-2.5	-3.9	0.9
CC1(C)OC(=O)C2=C(C[C@@H](CCC(F)(F)F)O[C@H]2c2ccc(F)cc2)O1	.	-7.4	5.4	-3.9	-5.5	18.6	-0.7	.	3.2
COCCNC(=O)Cn1c(=O)n(CCCC(=O)NCc2ccc3c(c2)OCO3)c(=O)c2sccc21	1.5	-17.5	5.9	0.6	0.4	17.2	1.2	-5.5	0.4
CCN(CC)c1ccc(NC(=O)CN(C)Cc2cccs2)cc1	0.4	-11.8	-2.5	1.6	-1.9	6.4	1.7	-0.5	-0.1
O=C(COC(=O)c1ccc([N+](=O)[O-])o1)NCCCc1ccccc1	1.1	-2.8	-29.4	.	-0.8	23.5	-1.0	4.3	1.9
Cc1onc(-c2c(F)cccc2Cl)c1C(=O)N1CCCC1	-0.7	8.3	-3.4	-3.8	-1.3	-1.3	1.6	.	-3.4
CCOC(=O)c1snc2c(=O)[nH]cnc12	24.3	-13.2	-24.0	-3.7	23.7	-22.3	-6.6	-0.2	-2.1
Cc1nnc(SCC(=O)NC(C)c2ccccc2)[nH]c1=O (configuration not stated)	6.5	-17.7	8.4	4.2	9.9	2.9	-0.9	-1.2	-1.3
O=C(CNC(=O)c1ccc(Br)o1)NNC(=O)c1ccc(Cl)cc1	4.0	-1.4	10.4	-1.5	3.6	-4.4	-0.4	-2.4	-4.5
CC(C)c1cc(C(=O)NNC(=S)NCc2ccco2)c(O)c(C(C)C)c1	10.8	-7.0	-2.5	-3.7	-1.1	21.8	-0.5	-3.1	3.2
C=CCN(c1ccccc1C(=O)NCC(=O)OCC)S(=O)(=O)c1ccc(C)cc1	-8.0	-6.2	5.8	-2.4	-0.7	-5.1	-0.7	-1.1	.
CCOC(=O)c1ccc(NC(=O)CSc2nnc(C3CC3)n2C)cc1	7.8	-13.1	1.7	-0.1	-3.4	4.9	0.9	-1.5	-4.6
COc1ccc(CNC(=O)c2cc(S(=O)(=O)N3CCCC3)cn2C)cc1	1.4	3.9	9.6	-1.9	-0.9	-6.2	-0.2	2.9	0.0
COc1ccc(S(=O)(=O)N(CC(=O)N2CCN(C)CC2)c2ccc(C)cc2)cc1OC	-0.9	-7.3	-9.0	-0.8	2.2	1.2	-1.1	1.1	0.1
CCCCn1c(CN2CCN(c3cccc(Cl)c3)CC2)nc2c1c(=O)n(C)c(=O)n2C	-1.3	7.4	12.6	0.5	-0.5	1.4	6.1	-0.5	1.1

The list continues.
SMILES	GDH-TPI inh	BoNT-F LC inh	PrPC TRFRET	FadD28 FP inh	Mtb FBA inh	CCHFV vOTU inh	BoNT-A LC inh2	Mtb UGM inh	Mtb BioA inh
O=C(CCC1CCCC1)Nc1ccon1	0.3	0.0	2.3	-3.2	0.5	3.8	-0.1	-1.8	0.8
C=CCc1cccc(/C=N/n2c(C)nnc2C)c1O	6.3	-2.9	2.4	-3.2	-1.4	3.9	-0.7	2.5	-3.5
CC(C)(C)C(=O)CSc1nnc(-c2cccs2)n1CC1CCCO1 (configuration not stated)	1.5	7.7	5.2	-1.5	1.4	10.3	0.1	3.2	0.6
O=C(Cn1cnc2c(OCc3ccccc3)ncnc21)NCc1ccccn1	10.4	-17.7	-2.7	-1.3	0.3	-7.0	-1.2	.	0.6
CCn1c(CSc2nc3ccccc3s2)nnc1SCC(=O)c1ccc(O)cc1O	19.3	-1.0	1.9	0.4	0.1	-11.0	-0.2	1.3	-2.1
CCN(CC)C(=O)N1c2ccccc2Sc2ccccc21	1.5	4.2	6.9	-1.1	0.2	-6.5	1.0	2.6	2.6
O=C(NCc1ccc(F)c(F)c1)c1ccc(-c2ccc(F)c(F)c2)c2ccoc12	-5.5	-0.9	-0.6	-5.1	2.9	3.6	-0.2	.	0.5
COc1ccc(Cn2c(=O)oc3ccc(C)cc32)cc1	5.1	29.9	-3.2	-2.3	0.7	-9.5	-1.5	3.5	-0.9

Record cards, as listed above. Values in the order: GDH-TPI inh | BoNT-F LC inh | PrPC TRFRET | FadD28 FP inh | Mtb FBA inh | CCHFV vOTU inh | BoNT-A LC inh2 | Mtb UGM inh | Mtb BioA inh
Profile of `O=C(Cn1cnc2c(OCc3ccccc3)ncnc21)NCc1ccccn1` = 10.4 | -17.7 | -2.7 | -1.3 | 0.3 | -7.0 | -1.2 | . | 0.6
Profile of `O=C(CCC1CCCC1)Nc1ccon1` = 0.3 | 0.0 | 2.3 | -3.2 | 0.5 | 3.8 | -0.1 | -1.8 | 0.8
Profile of `O=C(NCc1ccc(F)c(F)c1)c1ccc(-c2ccc(F)c(F)c2)c2ccoc12` = -5.5 | -0.9 | -0.6 | -5.1 | 2.9 | 3.6 | -0.2 | . | 0.5
